TLR9-MyD88 block: blocks human TLR9 binding to MyD88 | Q9NR96+Q99836 | inhibition, % at 4.98 µM | CHO BLA complementation TLR9-MyD88, CCF4 FRET ratio | AID 504734 | hit rate 0.21% among 340,000;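 active = inhibition above the mean over all tested compounds plus 3 SD, cut at about 21% in these data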;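 note: 0% = DMSO only wells and 100% = clavulanate BLA inhibitor control wells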
NR2F2 inh: blocks human COUP-TFII nuclear receptor | P24468 | HEK293T NGFI-A luciferase reporter, luminescence | inhibition, % at 8.6 µM | hit rate 0.7% among 370,000 | AID 686940;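 active = inhibition above a per-plate cutoff, mean inhibition of test wells between control levels plus 3 SD, cut at about 38% in these data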;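 note: cells cotransfected with COUP-TFII expression vector driving the NGFI-A reporter; 0% = median of COUP-TF2 test wells and 100% = reporter-only cells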
NOD2-RIPK2 inh: inhibitors of human NOD2-RIPK2 interaction. CHO BLA complementation NOD2-RIPK2, CCF4 ratio. AID 624267. inhibition, % at 4.98 µM. hit rate 0.38% among 360,000; in the data active = inhibition above about 21%;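 note: 0% = vehicle only and 100% = reference blocker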
Target sequence (O43353 whole entry, looked up): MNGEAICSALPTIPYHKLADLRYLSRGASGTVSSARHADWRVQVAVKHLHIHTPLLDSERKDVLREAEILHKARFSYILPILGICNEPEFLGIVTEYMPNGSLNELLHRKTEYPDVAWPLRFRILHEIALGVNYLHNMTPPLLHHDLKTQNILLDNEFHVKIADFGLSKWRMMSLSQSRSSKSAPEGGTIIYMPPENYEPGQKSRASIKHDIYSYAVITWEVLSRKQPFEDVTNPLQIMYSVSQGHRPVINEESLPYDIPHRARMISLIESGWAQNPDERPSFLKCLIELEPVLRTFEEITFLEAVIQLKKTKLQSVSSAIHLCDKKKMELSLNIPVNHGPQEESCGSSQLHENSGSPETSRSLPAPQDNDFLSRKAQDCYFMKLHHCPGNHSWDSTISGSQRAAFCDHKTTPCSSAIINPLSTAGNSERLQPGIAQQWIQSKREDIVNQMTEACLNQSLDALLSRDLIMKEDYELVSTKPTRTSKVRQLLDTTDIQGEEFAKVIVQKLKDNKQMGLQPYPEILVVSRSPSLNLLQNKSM
TWEAK Fn14 block: blocks TWEAK-Fn14 interaction in a reporter cell assay; TWEAK-stimulated Fn14 reporter cells, luciferase luminescence, 8 h; AID 1159606; inhibition, % at 10 µM; hit rate 2% among 360,000; in the data active = inhibition above about 50%
ABHD5-PLIN5 inh: blocks binding of human ABHD5 to perilipin-5; Q00G26+Q8WTS1; inhibition, % at 4 µM; hit rate 0.78% among 360,000; Split G. princeps luciferase complementation, luminescence, 4 h;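 active = inhibition above the mean inhibition across every tested compound plus 3 SD, cut at about 22% in these data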;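 note: 0% = DMSO only wells and the 100% control is not disclosed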
SRC3 inh: inhibitors of human steroid receptor coactivator 3 (SRC3); Q9Y6Q9; HEK293 GAL4-SRC3 luciferase reporter, luminescence; inhibition, % at 3.6 µM; hit rate 0.17% among 360,000; AID 588352;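 active = inhibition above a per-campaign cutoff, the mean of all compounds plus 3 SD, cut at about 60% in these data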;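 note: 0% = DMSO-treated cells and 100% = gossypol-treated cells at 36 µM; higher means less SRC3-driven luciferase light from the GAL4 reporter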
TROY signal inh: blocks TROY-dependent signaling in reporter cells. Q293 LMP1-TROYcd NF-kB luciferase reporter, 4 h. inhibition, % at 10 µM. hit rate 0.98% among 360,000;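 active = compounds whose plate-normalised and pattern-corrected inhibition of the luciferase reporter signal at the single screening dose is 50% or more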
SRC2 inh: inhibits human steroid receptor coactivator 2; Q15596; HEK293 GAL4-SRC2 luciferase reporter, luminescence; inhibition, % at 9 µM; hit rate 0.17% among 370,000; AID 651957;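 active = inhibition above the mean inhibition of all tested compounds plus 3 SD, set per campaign, cut at about 52% in these data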;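 note: 0% = DMSO treated cells and 100% = cells given Gossypol at 36 µM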
SRC1 inh: inhibitors of human steroid receptor coactivator 1 (SRC1); inhibition, % at 3.6 µM; Q15788; HEK293 GAL4-SRC1 luciferase reporter, luminescence; hit rate 0.12% among 360,000;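 active = inhibition above the campaign mean plus 3 SD, with each screening campaign given its own cutoff, cut at about 60% in these data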;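 note: 0% = DMSO treated cells and 100% = gossypol at 36 µM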
Exocytosis inh: blocks lytic granule exocytosis. hit rate 0.66% among 360,000. TALL-104 LAMP-1 surface exposure, flow cytometry; cells stimulated with thapsigargin and PMA. inhibition, % at 10 µM;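 active = inhibition above about 55%, limit read from the data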
LRH-1 inv ag: inverse agonists of human LRH-1 (NR5A2). O00482. hit rate 0.13% among 360,000. inhibition, % at 3.6 µM. AID 602396. HEK293T StAR-luciferase reporter, LRH-1 transfected, 24 h;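 active = inhibition above the mean inhibition of all tested compounds plus 3 SD, cut at about 73% in these data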;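 note: 0% = DMSO wells and 100% = reporter-only cells lacking LRH-1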
Target sequence (O00482 whole entry, looked up): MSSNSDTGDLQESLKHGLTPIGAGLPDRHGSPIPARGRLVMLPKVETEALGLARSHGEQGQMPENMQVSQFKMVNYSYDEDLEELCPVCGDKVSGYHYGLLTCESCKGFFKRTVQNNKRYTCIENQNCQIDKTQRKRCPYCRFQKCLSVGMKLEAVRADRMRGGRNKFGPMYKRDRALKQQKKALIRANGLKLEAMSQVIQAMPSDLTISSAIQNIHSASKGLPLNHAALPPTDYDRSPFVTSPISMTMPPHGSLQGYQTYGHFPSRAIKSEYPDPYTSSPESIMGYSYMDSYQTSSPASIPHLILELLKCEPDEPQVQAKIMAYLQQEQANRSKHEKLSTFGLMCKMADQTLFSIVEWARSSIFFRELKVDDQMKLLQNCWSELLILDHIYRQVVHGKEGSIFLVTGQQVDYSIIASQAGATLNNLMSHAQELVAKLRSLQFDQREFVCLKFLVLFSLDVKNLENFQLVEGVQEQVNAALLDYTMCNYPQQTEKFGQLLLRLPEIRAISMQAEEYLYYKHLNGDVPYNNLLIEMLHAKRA
* = called active by the depositor; . = no result given. This is a subset; count on the stated rates, not on these rows.

SMILES	TLR9-MyD88 block	NR2F2 inh	NOD2-RIPK2 inh	TWEAK Fn14 block	ABHD5-PLIN5 inh	SRC3 inh	TROY signal inh	SRC2 inh	SRC1 inh	Exocytosis inh	LRH-1 inv ag
COc1cc(OC)cc(OC2(C)CCN(Cc3ccc(OC(C)C)cc3)C2)c1 (stereo not given)	.	-17	0	-12	3	-4	-7	22	1	-5	-2
COc1cc(NC(=O)c2ccc([N+](=O)[O-])cc2)ccc1NC(=O)C(C)C	.	10	-2	-2	5	-3	7	-1	9	-1	-8
Cn1nc(C(=O)NCCCN2CCCCC2)c2c1-c1ccccc1S(=O)(=O)C2	2	.	7	-1	5	-5	-7	.	-18	-7	-14
O=C(OCCN1CCCCC1)c1ccccc1Br	1	-25	-1	-2	3	-9	-42	2	-1	-7	16
CC(C)C[C@H](NS(=O)(=O)c1ccc(Br)cc1)C(=O)O	0	12	-10	14	0	-6	1	7	0	-1	4
Cc1ccc(SCCC(=O)NCc2ccncc2)cc1	1	10	-10	5	8	22	-16	-22	-9	-1	9
O=C(COc1ccc(Cl)cc1Cl)c1ccc[nH]1	-3	-24	-2	-3	1	-60	-51	-41	-48	-6	-65
NC(c1ccccc1)c1csc(NC(=O)Nc2ccc(OC(F)(F)F)cc2)n1 (stereo not given)	.	3	-4	8	-4	11	9	-10	16	6	7
CCc1nc(N)c(C#N)c(-c2ccco2)c1C	4	-19	-9	1	-6	3	11	18	-10	0	-6
Cc1cccc(OCC(=O)NNC(=O)Nc2cccc(Cl)c2)c1C	3	-8	-6	-5	2	17	-13	-8	-17	0	8
Cc1cccc(-c2nc(C#N)c(NCc3ccco3)o2)c1	-2	11	-8	-20	1	-39	-60	-34	-38	-6	-43
C=C(C)COc1ccc2c(CC)cc(=O)oc2c1	-14	-2	-11	-22	-5	-15	-22	-10	-23	2	-21
CC(Oc1ccc(-c2ccccc2)c(F)c1)c1ccn(S(=O)(=O)c2ccc(F)cc2)n1 (stereo not given)	-7	1	2	11	-2	-10	3	-22	-5	4	-2
Cc1onc(-c2c(F)cccc2Cl)c1C(=O)OCC(=O)NC(=O)NCC(C)C	-8	-2	-5	1	-3	22	-16	8	-7	0	22
O=C(CC(Nc1ccc(Cl)cc1)C(=O)O)c1ccccc1 (stereo not given)	-3	-45	-1	-26	22*	-92	-36	-69	-129	1	-139
CCNC(=S)N(CCN(C)C)Cc1cc2cc(OCC)ccc2[nH]c1=O	-8	-32	-8	25	2	13	-18	-5	-21	0	-29
CCC(C)c1ccc(S(=O)(=O)N2CCN3CCCC3C2)cc1 (stereo not given)	-9	17	-4	-7	4	-29	-23	-4	-28	-7	-1
CCCC(=O)Nc1ccc(N2CCCCC2)cc1	2	-39	0	-25	-2	-43	-13	-60	-56	0	-29
CC1(C(=O)N(Cc2ccccc2)Cc2ccccc2)CC1(Br)Br (stereo not given)	-3	13	-15	10	-5	5	-7	-9	5	-2	-10
Cc1cc(C)cc(C(=O)N2CCC(C(N)=O)CC2)c1	-5	-7	3	1	2	11	3	8	-2	-1	-5
CCOc1cccc(Cc2c[nH]c(=O)[nH]c2=O)c1	-2	2	2	-2	-1	6	19	-12	11	-6	0
CCOc1ccccc1OCC(=O)Nc1ccc(Cl)cc1Cl	6	-2	-13	0	0	15	-12	-16	15	0	-3
CCCCNC(=O)C(=O)Nc1cc2c3c(c1)CCC(=O)N3CCC2	-4	15	-10	-1	5	-23	-21	2	-4	-6	8
Cc1ccccc1S(=O)(=O)Cc1ccc(C(=O)NC(C)c2ccccc2)o1 (stereo not given)	-4	-4	-3	11	7	-11	-3	-1	10	41	26
Cc1cc(C)n2nc(-c3cccc(Br)c3)cc2n1	2	-34	-11	-22	2	-78	-58	-10	-86	16	-75
CCCC(CCC)c1nnc(NC(=O)c2ccco2)s1	-2	-20	2	3	3	4	8	19	20	-6	-2
C/C=C(\C)c1nnc(NC(=O)OCC)s1	2	-6	0	1	0	-12	-15	-39	-24	0	-29
CCN(c1ccc(Cl)cc1)S(=O)(=O)c1nnc(NC(=O)C(C)C)s1	-1	-1	0	-5	-3	14	-18	-3	5	-4	8
O=S(=O)(NCc1ccccn1)c1ccccn1	-2	-7	6	-9	1	-19	13	-14	1	0	-11
COc1ccc(NC(=O)COc2cccc3c2CCN(Cc2cccnc2)C3=O)cc1	-14	10	-5	-12	4	-1	3	-20	-11	-1	-16
CCOc1cc(CNCCc2ccccc2)ccc1OCC(=O)NC(C)(C)C	-10	0	0	2	1	5	10	15	9	-2	12
O=C(O)COCC(=O)Nc1ccccc1-c1ccccc1	-5	5	-8	16	2	24	-8	1	-99	-1	3
COc1ccc([C@H]2C[C@@H](n3cc(C4CC4)nn3)[C@H](O)CN2Cc2cccs2)cc1	-12	-2	-8	8	-2	3	-8	7	1	0	-5
O=C(Nc1cc(Cl)ccc1Oc1ccccc1)c1ccccc1F	-10	-9	-4	-10	-2	13	-13	-27	-19	2	7
CC(C)CN1C(=O)c2ccc(C(=O)Nc3c[nH]c(=O)[nH]c3=O)cc2C1=O	14	1	-7	19	-4	0	-4	-6	-2	0	-1
CCN1C(=O)/C(=c2\sc3nc(=O)c(Cc4ccccc4)nn3c2=O)c2ccccc21	-8	13	-8	9	-3	7	-3	-9	-18	3	9
COc1ccc(NC(=O)COc2ccc3c(C)cc(=O)oc3c2)cc1S(=O)(=O)N1CCCCC1	3	18	-6	-12	3	7	-4	27	-5	0	10
CN(Cc1ccco1)C(=O)CN1C(=O)NC2(CCCCC2)C1=O	0	-19	-2	21	0	-12	8	18	-15	-2	-11
COc1ccc(NC(=O)COC(=O)c2ccc([N+](=O)[O-])o2)cc1Cl	15	-8	-2	4	-4	16	-8	4	3	-2	11
Cc1cc(C)nc(SCc2ccc(C(=O)N/N=C/c3cccnc3)cc2)n1	-5	.	3	-8	-4	-22	6	.	1	-4	-12
CCc1noc(C)c1C(=O)OC(C)C(=O)Nc1ccccc1OC (stereo not given)	1	-22	5	1	6	21	-18	-23	-16	-3	8
COc1ccc(C2/C(=C(/O)c3ccc(C)cc3)C(=O)C(=O)N2C)cc1 (stereo not given)	-5	10	-2	6	1	5	-17	-29	-26	-2	10
CCN(CC)c1ccc(/C=N/NC(=O)C2CC2)cc1	-3	-5	-4	-5	-4	-31	-56	-38	-16	-9	-13
CCCCCCCCN1C(=O)[C@H](CC(=O)NCc2ccc(OC)c(OC)c2)C[C@@]2(C(=O)OCC)CCC=C12	.	21	2	.	9	.	.	-2	.	7	12
CCSc1nc(=S)n(CC)c(C)c1C(C)=O	7	-17	8	-2	-7	8	3	-6	-7	-1	-6

Structural class: the compounds so far with two or more sulfur atoms (2)
SMILES	TLR9-MyD88 block	NR2F2 inh	NOD2-RIPK2 inh	TWEAK Fn14 block	ABHD5-PLIN5 inh	SRC3 inh	TROY signal inh	SRC2 inh	SRC1 inh	Exocytosis inh	LRH-1 inv ag
CCN(c1ccc(Cl)cc1)S(=O)(=O)c1nnc(NC(=O)C(C)C)s1	-1	-1	0	-5	-3	14	-18	-3	5	-4	8
CCSc1nc(=S)n(CC)c(C)c1C(C)=O	7	-17	8	-2	-7	8	3	-6	-7	-1	-6

Next part.
SMILES	TLR9-MyD88 block	NR2F2 inh	NOD2-RIPK2 inh	TWEAK Fn14 block	ABHD5-PLIN5 inh	SRC3 inh	TROY signal inh	SRC2 inh	SRC1 inh	Exocytosis inh	LRH-1 inv ag
Cc1cccc(C(=O)NC2CCN(C(=O)Nc3ccccc3C)CC2)c1	10	5	-2	17	-4	7	11	8	10	-6	0
CCc1nc2sc3c(c2c(=O)o1)CCCC3	-2	-9	-14	3	-5	15	20	0	-1	-6	7
CN1CCN(CCNC(=O)c2cn(Cc3ccccc3F)nn2)CC1	10	-6	-10	24	10	-2	-9	-9	-3	-2	4
Cc1nnc(SCC(=O)Nc2ccc(Cl)cn2)[nH]c1=O	-7	8	0	-5	-7	4	-10	-6	-15	-3	9
O=C(O)/C(=C/c1ccco1)NC(=O)c1ccc(Br)o1	-2	5	-5	12	5	-2	-15	3	2	-3	8
Cc1cc(C(=O)COc2ccc(C#N)cc2)c(C)n1CC1CCCO1 (stereo not given)	.	-20	-9	4	3	-73	-16	11	-10	-4	-35
CC(C)(C)c1ccc(-c2nnc(SCC(=O)O)n2N)cc1	2	1	-5	-15	1	-13	-39	-4	-8	-2	-18
CCOc1ccc(C(=O)NCC(=O)N2CCCCCCC2)cc1	-4	3	0	12	2	-1	4	-18	-3	10	2
CCOn1c(=O)c(-c2ccc(C)cc2)[n+]([O-])c2ccccc21	-2	20	5	9	1	-4	0	1	-43	2	-11
O=C(NNC(=O)C1CC(=O)N(Cc2ccccc2)C1)c1ccc(Br)cc1 (stereo not given)	-8	7	-6	7	0	9	9	1	-19	-5	14
CCOC(=O)c1cncc(C(=O)O)c1	6	9	-4	1	1	22	2	-7	-4	24	-6
COc1cc(CCCN2C(N)=NC[C@@H]2Cc2ccccc2)cc(OC)c1OC	-2	2	5	1	4	-9	-12	-10	2	-5	-17
COc1cccc(/C=C2\SC(=O)N(CCC(=O)NC3CCS(=O)(=O)C3)C2=O)c1 (stereo not given)	-2	-3	5	-6	-9	-20	1	-3	-24	0	-16
CCc1nc(SCc2ccccn2)[nH]c(=O)c1C	6	2	-8	-22	-1	-12	-9	-20	0	-1	0
COCCCNC(=O)C(=O)NC1CCCCCC1	5	13	-11	1	11	9	-33	-26	-2	-1	-23
CCCCOc1cc(=O)[nH]c(=O)[nH]1	2	-17	-10	0	7	10	-10	-7	2	0	-30
COCCNC(=O)C(=O)NCCN1CCOCC1	9	-6	-14	21	3	-7	.	-10	6	-2	19
COC(=O)[C@H](C)NC(=O)Nc1ccc(OC)c(OC)c1	2	3	-9	4	4	2	-1	-14	-10	-1	-6
CC1CN(C(=O)/C=C/c2cccc([N+](=O)[O-])c2)CC(C)O1 (stereo not given)	-1	6	3	0	-1	13	-9	-42	-5	-1	-3
Nc1nc(SCC(=O)Nc2ncc(C(F)(F)F)cc2Cl)n[nH]1	1	15	-13	11	8	15	-4	-6	7	-4	0
CCOc1ccc(NC(=O)CN(C)C(=O)C2CSC3(C)CCC(=O)N23)cc1OCC (stereo not given)	-8	-8	-11	1	0	-27	2	-23	-3	-2	-10
CCCn1c2ccc(F)cc2c2nnc(SCCN3CCOCC3)nc21	2	-6	10	-11	-9	-14	-9	-6	-2	10	10
CC(C)n1c(O)c(N=NC(=O)CNC(=O)c2cccnc2)c2ccccc21	-2	20	0	9	3	11	-9	-6	-8	0	-3
Cc1ccccc1C(=O)OC1OC(=O)C(Cl)=C1Nc1ccc(C(=O)O)cc1 (stereo not given)	-9	15	-5	0	-4	12	7	13	-1	2	-3
CCOC(=O)N1CCN(C(=O)/C=C/c2c(C)nn(-c3ccc(F)cc3)c2Cl)CC1	-6	-20	-1	-13	-5	13	14	14	-7	-2	-1
C[C@H](CO)N1C[C@H](C)[C@@H](CN(C)CC2CC2)Oc2c(NC(=O)C3CC3)cccc2C1=O	-3	2	-16	-3	-6	1	6	-27	12	-11	-9
C#Cc1ccc(CN2CCN(CCc3ccccc3)C(CCO)C2)cc1 (stereo not given)	-14	-21	1	6	0	-13	0	-8	-9	52	7

Screening results as filed in PubChem BioAssay.
